# Bioassay records deposited in PubChem BioAssay by National Center for Advancing Translational Sciences (NCATS).
# D2 antagonist: HTS Assay for Allosteric Antagonists of the Human D2 Dopamine Receptor: Primary Screen for Antagonists; D(2) dopamine receptor (Homo sapiens), P14416; HEK293 TREx D2 cells, calcium flux, dopamine EC80; inhibition, % at 10 µM; 340,000 compounds, 2% hits; in the data active = inhibition above about 30%; note: 0% is about no effect
#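 Read-out: kinetic calcium fluorescence (1 cycle/s) in inducible HEK293 T-REx D2 cells after an EC80 dopamine addition that followed 180 s compound preincubation. Loss of the dopamine response indicates antagonism.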
# D2 ag: HTS Assay for Allosteric Agonists of the Human D2 Dopamine Receptor: Primary Screen for Agonists. D(2) dopamine receptor (Homo sapiens), P14416. 340,000 compounds, 0.53% hits. activation, % at 2 µM. HEK293 T-REx D2 cells, calcium flux agonist mode;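 active = activation over 3 SD above normal in the single-dose calcium agonist read, cut at about 30% in these data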; note: 0% is about no effect
#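 Tetracycline-induced HEK293 T-REx cells with force-coupled D2 receptor, plated overnight at 30 C, loaded with no-wash calcium dye. After a 10 s baseline, compound was pin-added and calcium flux read kinetically for 180 s; calcium rises flagged agonists.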
# TrxR1 substrate: qHTS Assay for Substrates of Mammalian Selenoprotein Thioredoxin Reductase 1 (TrxR1): qHTS | purified TrxR1 substrate turnover, NADPH consumption readout | Potency, µM (doses to about 114 µM), without a hit: at the highest dose activity change, negative = substrate turnover | 390,000 compounds, 0.01% hits | Thioredoxin reductase 1, cytoplasmic (Rattus norvegicus), O89049; note: potency is the fitted concentration of half-maximal effect; % is set by controls: 0 for no effect and ±100 for the full control effect; nearly all actives have a fitted effect of over 50% in size
# Target sequence (O89049 whole entry, looked up): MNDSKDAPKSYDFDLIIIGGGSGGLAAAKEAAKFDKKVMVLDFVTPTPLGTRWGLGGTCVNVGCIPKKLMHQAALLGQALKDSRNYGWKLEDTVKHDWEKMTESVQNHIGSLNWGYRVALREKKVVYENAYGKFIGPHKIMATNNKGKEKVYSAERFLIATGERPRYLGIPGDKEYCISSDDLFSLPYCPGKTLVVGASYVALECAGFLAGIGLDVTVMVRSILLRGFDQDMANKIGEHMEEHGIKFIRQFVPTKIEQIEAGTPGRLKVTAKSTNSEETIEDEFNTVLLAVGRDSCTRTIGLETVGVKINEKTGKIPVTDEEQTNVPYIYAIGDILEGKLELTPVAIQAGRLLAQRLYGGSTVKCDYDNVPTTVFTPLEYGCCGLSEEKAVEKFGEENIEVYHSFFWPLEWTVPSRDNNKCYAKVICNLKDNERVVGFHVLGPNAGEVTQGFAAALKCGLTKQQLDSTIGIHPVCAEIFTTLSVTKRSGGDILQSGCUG
#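 Rat TrxR1, dispensed at 90 nM, was prereduced with 400 uM NADPH (final) for 5 min at ~22 deg C, then incubated with compound 15 min before 400 uM selenite. A first-read NADPH fluorescence drop versus no-compound background flagged substrates.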
# TRHR agonist: qHTS for Small Molecule Agonists and Allosteric Enhancers of Human TRH Receptor: Primary Screen for Agonists. activation, % at 2 µM. AID 493084, 2011. Thyrotropin-releasing hormone receptor (Homo sapiens), P34981. 360,000 compounds, 0.18% hits. TRHR cells, calcium flux fluo-8, FDSS agonist mode; in the data active = activation above about 30%; note: 0% is about no effect
#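 Steps: seed TRHR cells overnight; add fluo-8 no-wash Ca dye, RT 30 min–1.5 h; record 10 s baseline; pin-transfer compounds; monitor fluorescence 1 cycle/s for the agonist window. Calcium increases flag candidate agonists.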
# PI4K2A block: qHTS for small molecular inhibitors of PI4K2A. Phosphatidylinositol 4-kinase type 2-alpha (Homo sapiens), Q9BTU6. purified PI4K2A, ADP-Glo luminescence, 1 h; hits give low values. activity change, negative = inhibition, % at 76.9 µM. 420,000 compounds, 0.13% hits. AID 1346378, 2018; in the data active = activity change below about -50%; inconclusive = mostly about -30% to -49%;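 note: -100% = wells without enzyme as full effect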
# Target sequence (Q9BTU6 whole entry, looked up): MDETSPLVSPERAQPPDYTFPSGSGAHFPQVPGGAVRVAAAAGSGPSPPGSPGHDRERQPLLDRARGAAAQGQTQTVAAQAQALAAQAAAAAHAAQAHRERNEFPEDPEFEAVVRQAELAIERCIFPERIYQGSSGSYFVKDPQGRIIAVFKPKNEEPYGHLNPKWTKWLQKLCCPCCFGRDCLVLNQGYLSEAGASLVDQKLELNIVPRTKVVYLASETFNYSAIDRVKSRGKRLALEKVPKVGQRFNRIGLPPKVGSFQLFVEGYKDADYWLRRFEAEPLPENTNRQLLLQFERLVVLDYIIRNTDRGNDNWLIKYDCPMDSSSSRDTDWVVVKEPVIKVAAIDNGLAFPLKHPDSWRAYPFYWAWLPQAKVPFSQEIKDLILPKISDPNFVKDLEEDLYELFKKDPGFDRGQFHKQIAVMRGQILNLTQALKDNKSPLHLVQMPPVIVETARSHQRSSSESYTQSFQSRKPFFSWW
#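 In this quantitative HTS, ADP production by PI4K2A was quantified luminescently after 1 h at ambient temperature; 100 microM adenosine served as plate-quality control.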
# TRHR PAM: qHTS for Small Molecule Agonists and Allosteric Enhancers of Human TRH Receptor: Primary Screen for Enhancers. Thyrotropin-releasing hormone receptor (Homo sapiens), P34981. TRHR cells, fluo-8 calcium fluorescence, EC20 TRH enhancement. 360,000 compounds, 0.66% hits. enhancement, % at 2 µM. AID 493056, 2011; in the data active = enhancement above about 30%; note: 0% is about no effect
#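 Enhancer read-out: after compound pinning and an initial kinetic agonist-mode read, an EC20 of TRH (10 nM final) was injected and fluo-8 calcium signal (Ex 480/Em 530) followed at 1 s/cycle for 100 cycles in TRHR-expressing cells.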
# USP1-UAF1 inh: Inhibitors of USP1/UAF1: Primary Screen. Ubiquitin carboxyl-terminal hydrolase 1 (Homo sapiens), O94782. recombinant USP1/UAF1, Ub-Rhodamine cleavage fluorescence. 390,000 compounds, 0.23% hits. Potency, µM (top dose mostly 57.1 µM), without a hit: top-dose activity change, negative = inhibition, usual class: inhibitors. AID 743255, 2014; note: potency is the fitted concentration of half-maximal effect; % is set by controls: 0 for no effect and ±100 for the full control effect; nearly all actives have a fitted effect of over 60% in size; inactives centre near -12
#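 Step one: compound is pinned into 1nM USP1/UAF1 in HEPES pH 7.8 buffer with TCEP. Step two: 15 min room-temperature incubation. Step three: Ub-Rho (150nM final) starts cleavage, tracked by fluorescence over six one-minute reads.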
# TrxR1 inh: qHTS Assay for Inhibitors of Mammalian Selenoprotein Thioredoxin Reductase 1 (TrxR1): qHTS; Thioredoxin reductase 1, cytoplasmic (Rattus norvegicus), O89049; recombinant rTrxR1, NADPH fluorescence consumption, selenite substrate; Potency, µM (top dose mostly 114 µM), for inactives: top-dose activity change, negative = inhibition, actives largely listed as inhibitors; 390,000 compounds, 1% hits; AID 588453, 2011; note: potency is the fitted concentration of half-maximal effect; % is set by controls: 0 for no effect and ±100 for the full control effect; nearly all actives have a fitted effect of over 65% in size
#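 Rat TrxR1 (90 nM in the dispensed reagent) was pre-reduced with 400 uM NADPH for 5 min at room temperature, then incubated with compound for 15 min. After 400 uM selenite was added, NADPH fluorescence (Ex 340/Em 450 nm) was followed for 8 min.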
# mIDH1 inhibitor: qHTS for Inhibitors of mutant isocitrate dehydrogenase 1 (IDH1): qHTS. Isocitrate dehydrogenase [NADP] cytoplasmic (Homo sapiens), O75874. IDH1-R132H enzyme, NADPH consumption, diaphorase/resazurin fluorescence. Potency, µM (doses to about 76.6 µM), for the others: top-dose activity change, negative = inhibition, hits mostly inhibitors. 390,000 compounds, 0.093% hits. AID 602179, 2012; note: potency is the fitted concentration of half-maximal effect; % is set by controls: 0 for no effect and ±100 for the full control effect; nearly all actives have a fitted effect of over 65% in size
#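 IDH1-R132H (0.5 ug/mL dispensed) in pH 7.5 Tris buffer was preincubated 30 min with compound, then given a substrate mix of 0.016 mM NADPH and 2 mM alpha-KG for 80 min at room temperature; remaining NADPH was read by diaphorase/resazurin fluorescence.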
# * hit, by the source's call; ? = inconclusive; / = no result given; & = joins results of further samples; [ ] = remark or other dose. Unless noted, calls come from the whole dose curve; as a rule, active = well fitted inhibition curve with a large enough effect; inconclusive = small, poorly fitted or top-dose-only effect; inactive = no such curve, though single readings can be large or run the other way.
cpd	Structure	D2 antagonist	D2 ag	TrxR1 substrate	TRHR agonist	PI4K2A block
1	COCCOC(=O)c1c(C)nc(SCC(=O)Nc2ccc(C)cc2)c(C#N)c1-c1ccco1	5	0.1	-1%	0.2	-6
2	Cc1ccc(NC(=O)CSCC(=O)OCc2cc(=O)oc3cc(O)ccc23)c(C)c1	-11	-0.4	41%[activator][57.1 µM]	0.1	2
3	CC1CCCCC1NC(=O)c1nn(C)c(=O)c2ccccc12 (stereo unspecified)	23	0.4	-5%	0.5	4
4	CCCCOc1ccc(Br)cc1CSC(=N)N	-9	2.2	-6%[57.1 µM]	2.0	5
5	c1cc(CNC23CC4CC(CC(C4)C2)C3)ccn1	20	0.8	9%[57.1 µM]	0.4	-3
6	COc1ccc(C(=O)NCC(=O)OCC(=O)N2CC(C)CC(C)C2)cc1 (stereo unspecified)	-8	-0.2	-2%	0.4	3
7	C=CCn1c(SCN2C(=O)c3ccccc3C2=O)nc2ccc(Cl)cc2c1=O	/	/	-11%	1.8	1
8	COc1ccccc1Nc1nc(N2CCOCC2)nc(N2CCOCC2)n1	-1	-1.3	-2%&5%	-0.6	-2&-3
9	COC1=C(N)C(=O)c2nc(C)ccc2C1=O	/	/	14%[57.1 µM]	/	-4
10	CC(NC(=O)/C(C#N)=C/c1cccs1)c1ccccc1 (stereo unspecified)	2	0.5	7%[57.1 µM]	0.0	3
11	O=S(Cc1ccc(Cl)cc1)CC(O)COc1ccc(Cl)cc1 (stereo unspecified)	-2	-1.0	-3%	-0.2	3
12	CN(C)C(=O)N1CCN(C(=O)c2ccccc2Sc2ccccc2C#N)CC1	-17	-2.3	-4%	-0.2	1

cpd	TRHR PAM	USP1-UAF1 inh	TrxR1 inh	mIDH1 inhibitor
1	-3	-18%	8%	-4%
2	-3	-11%	-12%[57.1 µM]	-10%
3	2	-15%	4%	5%
4	4	-9%	12%[57.1 µM]	14%
5	3	-16%	20%[57.1 µM]	-2%
6	5	-18%	-4%	-6%
7	-3	0%	-5%	7%
8	-2	-18%	17%&17%	-9%
9	/	7.1µM*	7%[11.4 µM]	18%
10	5	-6%	17%[57.1 µM]	1%
11	11	-10%	11%	3%
12	-4	-10%	11%	3%

# New compounds follow.
cpd	Structure	D2 antagonist	D2 ag	TrxR1 substrate	TRHR agonist	PI4K2A block
13	COc1ccc(C2CC(c3ccc4ccccc4c3)=NN2C(=O)COC(=O)C2CCC(=O)N2)cc1 (stereo unspecified)	3	0.1	35%[activator][57.1 µM]	-0.9	-3
14	O=C(COc1ccc(-c2ccccc2)cc1)N1CCCC1	0	1.1	6%	-0.7	-11
15	COc1ccc(Cn2c(C(=O)O)c(CNCc3ccco3)c3ccc(OC)cc32)cc1	/	0.8	-4%	1.1	4
16	O=S(=O)(c1ccc2c(c1)OCCO2)N1CCC(c2nc3ccccc3s2)CC1	-3	0.1	8%	-1.1	5
17	CCc1oc(C(=O)O)cc1COC	13	1.2	-1%[57.1 µM]	2.3	0
18	COC(=O)c1ccc(N2Cc3ccccc3/C2=N\C(=O)Nc2ccccc2)cc1	-21	1.1	1%	2.0	-3
19	O=C(O)CC/C(=N\NC(=O)c1ccncc1)c1ccccc1	-7	2.0	7%[57.1 µM]	0.2	-10
20	COc1cc(/C=C(\NC(C)=O)C(=O)Nc2ccccc2C)ccc1OC(C)=O	/	/	-2%	0.3	1
21	CC(=O)Nc1ccc(NC(=O)C2CCN(S(=O)(=O)c3ccc4c(c3)CCCC(=O)N4)CC2)cc1	/	1.1	9%	0.5	-6
22	COCCCNC(=O)CCc1nc2cccnc2n1Cc1ccccc1	-19	0.9	-1%	0.1	1
23	COc1ccccc1NC(=O)/C(=C/c1cccc([N+](=O)[O-])c1)c1ccccc1	12	-2.1	-3%	0.4	2
24	O=C(O)Cn1c(CC(=O)N2CCCC2)nc2ccccc21	2	0.0	7%	0.5	-5

cpd	TRHR PAM	USP1-UAF1 inh	TrxR1 inh	mIDH1 inhibitor
13	-2	-13%	-1%[57.1 µM]	1%
14	29	-21%	14%	12%
15	-5	-7%	-4%	-1%
16	-6	3%	19%	0%
17	-2	-2%	2%[57.1 µM]	13%
18	0	-18%	-7%	2%
19	8	-9%	14%[57.1 µM]	-4%
20	2	-11%	-2%	-1%
21	9	-28%	28%	3%
22	3	-18%	6%	2%
23	0	-17%	-1%	2%
24	1	5%	44%[activator]	1%

# Complete entries from above:
# `COC(=O)c1ccc(N2Cc3ccccc3/C2=N\C(=O)Nc2ccccc2)cc1` as listed: D2 antagonist = -21; D2 ag = 1.1; TrxR1 substrate = 1%; TRHR agonist = 2.0; PI4K2A block = -3; TRHR PAM = 0; USP1-UAF1 inh = -18%; TrxR1 inh = -7%; mIDH1 inhibitor = 2%
# `COc1ccc(C2CC(c3ccc4ccccc4c3)=NN2C(=O)COC(=O)C2CCC(=O)N2)cc1` (stereo unspecified) as listed: D2 antagonist = 3; D2 ag = 0.1; TrxR1 substrate = 35%[activator][57.1 µM]; TRHR agonist = -0.9; PI4K2A block = -3; TRHR PAM = -2; USP1-UAF1 inh = -13%; TrxR1 inh = -1%[57.1 µM]; mIDH1 inhibitor = 1%

# (next part)
cpd	Structure	D2 antagonist	D2 ag	TrxR1 substrate	TRHR agonist	PI4K2A block
25	O=C1OCCN1c1c(-c2ccccc2)c(N2CCOCC2)nc2ccccc12	/	/	1%	/	2
26	Cc1ccc(-n2nnc3c(=O)n(CC(=O)NCc4ccccc4)cnc32)cc1	-12	-0.5	-7%[57.1 µM]	0.1	-18
27	COc1cc(-c2nnc3sc(Cc4ccccc4)nn23)cc(OC)c1OC	-3	2.3	10%[57.1 µM]	0.1	?
28	CSc1ccc(Cl)c(C(=O)NCc2ccco2)c1	12	0.1	12%[57.1 µM]	-0.2	1
29	COc1ccc(OC)c(/C=N/NC(=O)c2[nH]ncc2Br)c1	-5	1.2	49%	-0.6	1
30	O=C(Cn1cnc2ccccc2c1=O)Nc1nc2ccccc2s1	-11	1.6	4%[57.1 µM]	0.8	1
31	N#CC1=C(S)N(c2ccccc2)C(c2cccs2)NC1=O (stereo unspecified)	-1	-1.9	4%	0.1	-8
32	O=C(NCc1cccc(Br)c1)C1CC(c2ccc(C(F)(F)F)cc2)=NO1 (stereo unspecified)	/	/	2%	/	6
33	O=C(COc1ccccc1)Nc1ccc([N+](=O)[O-])cc1	-15	0.8	4%	0.5	-3
34	CCn1cc(C(=O)N2CCCC2)c(=O)c2cc(S(=O)(=O)N3CCC(C)CC3)ccc21	8	0.2	3%	0.1	-2
35	CNC(=O)c1cc(Cl)c(OC)c(OC)c1	-9	0.2	-11%	0.4	3
36	Cc1c(Cl)cccc1NC(=O)N1CCN(C(=O)c2ccco2)CC1	-4	31*	-4%	-0.4	1

cpd	TRHR PAM	USP1-UAF1 inh	TrxR1 inh	mIDH1 inhibitor
25	/	-14%	6%	-10%
26	-4	-25%	3%[57.1 µM]	10%
27	-2	-10%	12%[57.1 µM]	14%
28	-3	-4%	?	1%
29	-9	-12%	7%[57.1 µM]	6%
30	1	-10%	11%[57.1 µM]	1%
31	-4	-13%	-6%	-9%
32	/	-2%	10%[57.1 µM]	-2%
33	3	-16%	11%	2%
34	1	-13%	11%	-11%
35	1	-9%	-17%	1%
36	-2	-1%	-15%	4%

# Next part:
cpd	Structure	D2 antagonist	D2 ag	TrxR1 substrate	TRHR agonist	PI4K2A block
37	O/N=C/c1cn(-c2ccccc2)nc1-c1ccccc1	18	-0.9	2%	2.3	2
38	COc1ccc(CN2CCN(Cc3ccc4cc(F)ccc4n3)CC2CCO)c(C)c1C (stereo unspecified)	6	0.4	8%	-0.3	-3
39	CC(=O)Nc1ccc(S(=O)(=O)Nc2ccc3c(c2)CCC3)cc1	-16	0.5	-7%	-1.2	1
40	CNC(=O)/C(=C\c1ccc([N+](=O)[O-])cc1)NC(C)=O	4	0.2	-12%	-0.2	-2
41	Fc1ccc(C2=CC(c3ccco3)n3ncnc3N2)cc1 (stereo unspecified)	-14	0.1	88%[activator]	-0.2	-3
42	COc1ccc(CNC(=O)Cn2nc(N3CCN(c4ccccc4)CC3)ccc2=O)c(OC)c1	/	/	-7%[57.1 µM]	-0.6	1
43	CC1(S(=O)(=O)O)CC(=O)c2ccccc2C1=O (stereo unspecified)	5	0.1	-2%	1.0	-4
44	C/C(=N\Nc1cccc([N+](=O)[O-])c1)c1cc(F)ccc1O	35*	-1.3	-8%	-2.0	3
45	CCOc1ccccc1CNC(=O)c1oc2ccc3c(c2c1C)C(=O)CC(C)(C)O3	/	0.2	-1%	0.3	-1

cpd	TRHR PAM	USP1-UAF1 inh	TrxR1 inh	mIDH1 inhibitor
37	-3	-15%	8%	5%
38	7	-18%	?	-9%
39	27	-5%	-13%	4%
40	5	-18%	-8%	0%
41	2	?	?	2%
42	-3	-7%	-11%[57.1 µM]	12%
43	10	-1%	29%	?
44	16	-5%	2%	10%
45	6	-17%	25%	/
